PMI activator = activators of human phosphomannose isomerase. purified human PMI, coupled resazurin fluorescence, 20 min; stronger effect = higher value; 1 = vehicle control, 0 substrate-free wells. AID 1214. 190,000 tested, 0.005% active. activation factor at 20 µM;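 active = activation factor of 2 or more at 20 µM, relative to plate controls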
Target sequence (P34949 whole entry, looked up): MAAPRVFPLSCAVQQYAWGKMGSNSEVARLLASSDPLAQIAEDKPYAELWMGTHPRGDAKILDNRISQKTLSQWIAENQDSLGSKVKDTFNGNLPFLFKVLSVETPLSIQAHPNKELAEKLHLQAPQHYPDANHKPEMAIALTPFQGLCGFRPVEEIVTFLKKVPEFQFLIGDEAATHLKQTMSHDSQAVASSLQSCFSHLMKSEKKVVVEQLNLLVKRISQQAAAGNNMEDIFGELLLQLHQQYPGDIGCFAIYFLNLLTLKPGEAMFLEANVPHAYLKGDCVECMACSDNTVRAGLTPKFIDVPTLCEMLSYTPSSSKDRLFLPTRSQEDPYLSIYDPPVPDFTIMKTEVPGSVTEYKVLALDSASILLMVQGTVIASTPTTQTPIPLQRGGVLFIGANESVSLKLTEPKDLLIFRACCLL
G6PDH counter = inhibits Leuconostoc G6PDH, flagging false hits in G6PDH-based assays | Purified L. mesenteroides G6PDH, diaphorase/resazurin coupled fluorescence, 45 min | inhibition, % at 5 µM | 200,000 tested, 0.12% active | AID 1020; in the data active = inhibition above about 50%
Diaphorase act = counter-screen for diaphorase-based assays: diaphorase activators and chemical reducers | Diaphorase/resazurin coupled assay, resorufin fluorescence, 16 min; stronger effect = higher value; 1 = vehicle wells, 0 = NADH-free wells | activation factor at 20 µM | 190,000 tested, 0.005% active;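 active = diaphorase activity raised at least twofold by the compound at 20 µM; inactive = activation factor below 2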
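Test system: Clostridium kluyveri diaphorase, purified enzyme; input: enzyme 0.07 U/mL final; buffer or medium: 50 mM HEPES pH 7.4 with 4.542 mM MgCl2, 0.005% Tween 20; also added: 0.114 mM NADH and 0.1 mM resazurin, final amounts; schedule: 16 min enzyme reaction, ambient temperature; technique: fluorescence of resorufin, 544 nm excitation, 590 nm emission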
TNAP inh hiacc = inhibitors of human TNAP at high phosphate acceptor concentration; P05186; purified TNAP, CDP-star luminescence, 1 M DEA; inhibition, % at 20 µM; 200,000 tested, 0.03% active;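 active = over 50% inhibition of tissue-nonspecific alkaline phosphatase at 20 µM in the single-dose screen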;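 note: plate controls were DMSO wells for no effect and EDTA-quenched wells as full inhibition for full effect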
Diaphorase inh = diaphorase inhibition or chemical oxidation counter-screen; diaphorase resazurin-to-resorufin fluorescence, NADH, 16 min; bacterial (C. kluyveri) enzyme, not human; inhibition, % at 20 µM; 190,000 tested, 0.69% active;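 active = primary screen inhibition at 20 µM above a set limit, cut at about 50% in these data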;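 note: plate controls were DMSO with full reaction for no effect and wells lacking NADH for full effect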
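controls = No-NADH positive control and DMSO neutral control | system = Clostridium kluyveri diaphorase enzyme | timing = reaction incubation of 16 min at room temperature | signal = resorufin fluorescence 544/590 nm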
TNAP act hi DEA = TNAP (human) activation, high acceptor | P05186 | purified TNAP, CDP-star luminescence, 1 M DEA, 30 min; stronger effect = higher value; 0 = EDTA background, 1 = DMSO-only activity | activation factor at 20 µM | 200,000 tested, under 10 active | AID 1136;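 active = activation factor at least 2 at 20 µM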
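Test system – human TNAP · Doses – 20 µM single point · Incubation – 30 min, room temperature · Signal – luminescent substrate turnover signal · Read-out basis – activation factor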
Efa HMGR inh = E. faecalis class II HMG-CoA reductase inhibition. 190,000 tested, 0.41% active. inhibition, % at 10 µM. AID 1066. purified E. faecalis HMGR, NADPH absorbance 340 nm kinetic;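 active = inhibition above a set limit, the median over all tested compounds plus 3 SD, cut at about 9.5% in these data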;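 note: enzyme runs in reverse so mevalonate oxidation gives rising NADPH absorbance; 0% = complete reaction with DMSO and 100% = background rate lacking mevalonate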
TNAP inh no acc = inhibitors of human TNAP without phosphate acceptor | purified TNAP, CDP-star luminescence, 30 min | inhibition, % at 20 µM | 200,000 tested, 0.26% active;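 active = tissue-nonspecific alkaline phosphatase inhibition above about 50% at 20 µM in the single-dose screen, limit read from the data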;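 note: 0% = DMSO negative control and 100% = EDTA positive control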
FLuc stim CS = affects firefly luciferase, flagging false hits in luciferase stimulation screens; 200,000 tested, under 10 active; AID 1027; activation factor at 10 µM; P08659; ATPlite luciferase biochemical, luminescence, 10 min; 0 = ATP-free wells, 1 = DMSO control;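 active = luciferase activation factor, scaled between plate controls, of at least 2 with compound at 10 µM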
Target sequence (P08659 whole entry, looked up): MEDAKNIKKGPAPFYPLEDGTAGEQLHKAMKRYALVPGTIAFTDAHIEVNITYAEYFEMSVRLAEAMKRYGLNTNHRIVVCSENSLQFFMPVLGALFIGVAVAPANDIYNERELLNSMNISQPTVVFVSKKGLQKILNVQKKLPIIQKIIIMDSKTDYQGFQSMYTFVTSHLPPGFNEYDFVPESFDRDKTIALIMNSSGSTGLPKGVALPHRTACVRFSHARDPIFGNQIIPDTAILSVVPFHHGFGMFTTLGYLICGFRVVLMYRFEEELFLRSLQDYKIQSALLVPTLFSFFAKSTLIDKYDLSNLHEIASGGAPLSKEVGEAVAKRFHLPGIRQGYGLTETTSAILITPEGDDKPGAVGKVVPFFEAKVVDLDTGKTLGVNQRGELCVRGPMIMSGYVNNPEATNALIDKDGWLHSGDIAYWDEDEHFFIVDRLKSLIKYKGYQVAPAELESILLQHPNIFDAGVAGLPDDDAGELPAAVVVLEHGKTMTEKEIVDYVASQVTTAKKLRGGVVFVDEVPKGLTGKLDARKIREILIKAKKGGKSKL
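Material: luciferase plus luciferin reagent, cell-free. Medium: PBS buffer for ATP. Also added: ATP substrate, dispensed from a 10.24 µM working solution in PBS. Doses: test compounds dosed from 2 mM stocks in 100% DMSO. Incubation: 10 min post-reagent at room temperature. Technique: light output (luminescence). Read-out basis: luminescence gain marking luciferase activators.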
PMI act satM6P = increases human PMI activity with near-saturating mannose 6-phosphate; 190,000 tested, 0.34% active; coupled PMI enzyme assay, resazurin fluorescence, 20 min; stronger effect = higher value; 1 = untreated enzyme, 0 = substrate-free blank; P34949; AID 1216; activation factor at 20 µM;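 active = activation factor of 2 or more at 20 µM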
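test system = human PMI in coupled enzyme assay | medium = HEPES-buffered pH 7.4 with magnesium and detergent | also added = 1.0 mM mannose-6-phosphate substrate with 0.22 mM NADP+ | compound = 20 µM single dose | times = 20 min incubation at room temperature | measured by = resorufin fluorescence (Ex 544/Em 590 nm) from resazurin via diaphorase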
* hit, by the source's call; . = no result given.

Below each SMILES – PMI activator	G6PDH counter	Diaphorase act	TNAP inh hiacc	Diaphorase inh	TNAP act hi DEA	Efa HMGR inh	TNAP inh no acc	FLuc stim CS	PMI act satM6P
1: CC1=C(C(=O)OCc2ccc(C)cc2)C(c2ccc(O)c([N+](=O)[O-])c2)NC(=O)N1 (stereo unspecified)
    1.2	6	1.1	8	-14	0.9	3	14	1	1.1
2: CSCC(=O)N1CCCC(CNC(=O)c2ccccc2Cl)C1 (stereo unspecified)
    1.1	18	1	-2	2	1	1	-2	1.1	1.1
3: CCN=C1SC(CC(=O)Nc2ccccc2)C(=O)N1CC (stereo unspecified)
    1	-10	0.9	-8	9	1.1	-5	-17	1.1	1
4: CCOC(=O)c1ccc(NC(=O)CN2CCN(CCN=CC3=C(O)CC(C)(C)CC3=O)CC2)cc1
    1.1	4	1	1	2	1	-6	-6	1.1	1.1
5: Cc1nc2cc(N3CCCCC3)c(NC(=O)c3ccncc3)cc2c(=O)n1Cc1ccccc1
    1	2	0.8	-14	16	1.1	-1	-11	1.1	1
6: CC(=O)Nc1ccc(NC(=O)C2CCN(C(=O)c3cccs3)CC2)cc1
    1	8	1	-4	2	1	-2	-10	1.1	1
7: CCN(C(=O)c1cc2ccccc2oc1=O)c1ccccc1
    0.9	10	0.9	-3	9	1	-1	-4	0.9	1
8: Cc1ccc2cc(/C=N/NC(=O)c3ccccc3O)c(Cl)nc2c1
    1.1	-36	1	-3	-4	1	-2	-12	1	1.2
9: COC(=O)NCC(c1cccnc1)N1CCN(c2ccccc2OC)CC1 (stereo unspecified)
    1	0	1	-4	4	1	-4	-11	1.1	1
10: CCN(CC)S(=O)(=O)c1ccc(N2CCOCC2)c(NS(=O)(=O)c2cc(C(C)(C)C)ccc2C)c1
    0.8	-7	0.8	1	22	1	-2	-12	1.1	0.9
11: Cc1ccc(S(=O)(=O)N(C)CCCC(=O)Nc2cccc3ccccc23)cc1
    1	3	0.8	-7	15	1.1	-2	-6	1.1	1
12: O=C(CCc1nc2ccccc2s1)OCC(=O)N1CCN(C(=O)c2ccco2)CC1
    0.9	1	0.8	-6	20	1.1	-6	-12	1	0.9
13: CN1C/C(=C\c2ccc(N3CCOCC3)cc2)C(=O)/C(=C/c2ccc(N3CCOCC3)cc2)C1
    1	14	1.1	26	-11	0.7	0	18	1	0.8
14: CCn1cc(NC(=O)Nc2ccc(OC)c(OC)c2)c(C(N)=O)n1
    0.9	0	0.9	-2	13	1	-2	-10	1	0.7
15: Nc1nc(N2CCOCC2)nc(N(c2ccccc2)c2ccccc2)n1
    1	-3	0.9	-9	10	1.1	1	-13	1.1	0.9
16: CN1CCc2cccc3c2[C@H]1Cc1ccc(O)c(O)c1-3
    0.2	44	0.2	4	78*	1	5	17	1	0.3
17: O=C(CSC1CC(=O)N(CCc2ccccc2)C1=O)Nc1ccc(Br)cc1 (stereo unspecified)
    0.9	-3	0.9	3	15	1	2	-12	1	1
18: Cc1ccc(-c2nc(CS(=O)CC(=O)NCc3ccccn3)c(C)o2)cc1 (stereo unspecified)
    1	2	0.8	-4	20	1	1	-22	1.1	0.9
19: N#Cc1cccc(C(c2nnnn2CCc2ccccc2)N2CCN(C3CCCCC3)CC2)c1 (stereo unspecified)
    1.1	9	0.9	-4	7	1	-5	2	1.1	1
20: Cc1cc(C)c(C)c(OCCCn2ccnc2)c1
    0.9	-1	0.9	-3	9	1	-2	-4	1.1	0.9
21: CCC(=O)Nc1cccc2cccnc12
    1	14	0.9	-4	8	1	0	-10	1.1	1
22: O=C(Nc1ccc(N2CCOCC2)cc1)C1CC1
    0.9	-11	0.9	-1	10	1	-4	-7	1	0.9
23: O=C(Nc1ccc(N2CCCC2=O)cc1)c1cccc(F)c1
    0.9	26	0.9	-4	12	1	-6	-8	0.6	0.9
24: O=C(OCc1ccc(Br)cc1)c1ccncc1
    1	7	0.9	-4	5	1	-7	-7	1	1
25: Cn1c(-c2ccc(C=O)s2)nc2c3ccccc3c3ccccc3c21
    0.8	18	0.8	-4	17	1	0	1	1	0.9
26: COC(=O)c1ccc(-c2ncc[nH]2)cc1
    1	16	1	-5	3	1.1	0	-7	1	0.9
27: CNC(=O)C(=O)Nc1c(C)cc(C)cc1C
    1.1	6	1	0	-4	1	-1	-10	1	1.1
28: COc1ccc(CC(=O)NCC(c2ccc(OC)cc2)N(C)C)cc1 (stereo unspecified)
    0.9	7	1	-4	4	1	-2	-7	1	0.9
29: C=CCN1C(=O)C(Cc2cccc(Cl)c2)S/C1=N/N=C/c1ccco1 (stereo unspecified)
    0.9	-23	0.8	-2	17	1	0	-6	1	0.9
30: CCN=C1SC(C(N)=O)CC(=O)N1CC (stereo unspecified)
    1	5	0.9	-5	11	1	-2	-1	1.1	1
31: CCOc1ccccc1NC(=O)C1CC2CCCC(C1)C2=O (stereo unspecified)
    0.9	0	0.8	0	22	1	1	-9	1.1	1
32: CN(C)S(=O)(=O)c1cccc(-c2cn3cccnc3n2)c1
    1.2	11	1	-6	4	1.1	0	-8	1	1
33: O=C(COc1ccccc1)Nc1nn[nH]n1
    0.9	10	0.9	-5	7	1.1	1	-3	1.1	1.1
34: COc1ccccc1N1CCN(Cc2cccc(OC)c2OC)CC1
    0.9	0	0.9	-2	14	1	-2	-11	1.1	1
35: CCN(CCCNC(=O)CN(C)S(=O)(=O)c1cccc2nsnc12)c1cccc(C)c1
    1	1	0.9	-4	12	1	0	-2	1.1	0.8
36: CCOC(=O)N1CCN(C(=O)CS(=O)(=O)c2cn(Cc3ccccc3Cl)c3ccccc23)CC1
    0.9	-20	0.9	-2	7	1	-5	8	1.1	1
37: COc1ccc(OC)c(CNC(=O)CCCc2cn(C)c3ccccc23)c1
    1.1	18	1	-5	-3	1	9	-4	1.1	1.1
38: Cn1c(SCC(=O)N2CCOCC2)nnc1-c1ccc(NC(=O)c2ccccc2F)cc1
    1	-3	0.8	-5	17	1.1	-6	-15	1	1
39: CCn1c2ccc(/C(C)=N\O)cc2c2cc(/C(C)=N\O)ccc21
    1	-1	0.9	-8	8	1.1	-7	-12	1.1	1
40: Cc1nc(S(=O)(=O)c2cccc(Cl)c2)nc2c1CCC2
    1	3	0.9	2	5	1	4	-6	1.1	1

Profiles from above. Values in the order: PMI activator | G6PDH counter | Diaphorase act | TNAP inh hiacc | Diaphorase inh | TNAP act hi DEA | Efa HMGR inh | TNAP inh no acc | FLuc stim CS | PMI act satM6P
O=C(Nc1ccc(N2CCCC2=O)cc1)c1cccc(F)c1 is listed as 0.9 | 26 | 0.9 | -4 | 12 | 1 | -6 | -8 | 0.6 | 0.9
Cc1cc(C)c(C)c(OCCCn2ccnc2)c1 is listed as 0.9 | -1 | 0.9 | -3 | 9 | 1 | -2 | -4 | 1.1 | 0.9
CN(C)S(=O)(=O)c1cccc(-c2cn3cccnc3n2)c1 is listed as 1.2 | 11 | 1 | -6 | 4 | 1.1 | 0 | -8 | 1 | 1

New compounds follow:
Below each SMILES – PMI activator	G6PDH counter	Diaphorase act	TNAP inh hiacc	Diaphorase inh	TNAP act hi DEA	Efa HMGR inh	TNAP inh no acc	FLuc stim CS	PMI act satM6P
41: CCN(CC)c1ccc(NC(=O)COc2ccc(C)cc2)cc1
    1	-5	0.8	-8	17	1.1	.	-11	1.1	0.9
42: Cc1noc(C)c1COc1ccc(C(=O)OC(C)C(=O)Nc2ccc(S(=O)(=O)N3CCOCC3)cc2)cc1 (stereo unspecified)
    0.9	-2	0.8	-5	20	1	-3	-12	1.1	0.9
43: Cc1ccc([N+](=O)[O-])cc1S(=O)(=O)NCCc1c(C)[nH]c2ccccc12
    0.8	10	0.8	-1	22	1	-4	-5	1.1	0.9
44: COc1ccc(/C=C/C(=O)OCC(=O)Nc2ccc(OC)c(S(=O)(=O)N3CCCCC3)c2)cc1
    0.8	-73	0.7	-3	32	1	-9	-15	0.8	0.8
45: CCn1c(SCC(=O)Nc2cc(C)on2)nnc1-c1ccc(OC)cc1
    0.9	10	0.8	0	18	1	-3	-2	1	0.9
46: CCOC(=O)c1nnc(-c2ccc(C)cc2)nc1Sc1ccc(Cl)cc1
    1.1	-3	1.1	1	-7	1	-1	0	1	1.1
47: COc1cccc(OC)c1C(=O)Nn1c(-c2cccs2)nc2ccccc2c1=O
    1	2	1	-2	1	1	-3	-5	1	0.9
48: O=C1c2ccccc2-c2ccc(C(=O)N3CCOCC3)cc21
    0.8	7	0.9	-2	10	1	0	-9	1	0.8
49: CC(C)(C)C(=O)/C(C#N)=c1\s/c(=C\c2ccncc2)c(=O)n1CCCN1CCOCC1
    1	7	0.9	-7	13	1.1	.	-7	1.1	0.9
50: O=C(c1ccco1)N1CCN(CC2CC3C=CC2C3)CC1 (stereo unspecified)
    0.8	-8	0.8	-3	17	1	-5	-14	1.1	0.9
51: COc1ccc(C2COC(=O)C2=N)c(NC(=O)c2ccccc2)c1 (stereo unspecified)
    1	9	0.8	-5	22	1	-4	-16	1.1	0.8
52: CCOC(=O)c1c(C)oc(NC(=O)COc2ccc(Cl)cc2C)c1C#N
    0.9	2	0.8	-3	21	1	3	-12	1	0.9
53: Cc1cc(N2CCN(C/C=C/c3ccccc3)CC2)n2ncnc2n1
    0.9	13	0.8	-5	18	1	-8	-6	1	0.8
54: Cc1nc2cc(CC(=O)O)ccc2o1
    1	4	1	-1	-4	1	-4	-7	1	1
55: N/C(=N\OC(=O)CC1CCCCC1)c1cccnc1
    1	6	0.9	-7	13	1.1	.	-13	0.4	1
56: CN(C)S(=O)(=O)c1ccc(C(=O)NCCSc2ccc(Br)cc2)cc1
    0.9	0	0.8	-7	23	1.1	-6	-14	1.1	0.9
57: CS(=O)(=O)CCC(C(=O)n1nnc2ccccc21)N1C(=O)c2ccccc2C1=O (stereo unspecified)
    1	2	0.9	-4	6	1	-1	-10	1	1.1
58: COc1ccc(/C=C2/CC/C(=C\c3ccc(OC)c(OC)c3OC)C2=O)c(OC)c1OC
    0.8	7	0.9	10	13	0.9	-5	0	1	0.9
59: CCOC(=O)c1c(NCc2ccccc2)n[nH]c1C
    0.9	4	1	-4	5	1	-4	-7	1	0.9
60: Cc1ccc(S(=O)(=O)N2CCCN(S(=O)(=O)C3CCS(=O)(=O)C3)CC2)cc1 (stereo unspecified)
    0.9	-1	0.9	0	13	1	-3	-1	1.1	0.9
61: Cc1ccc(S(=O)(=O)NC(=O)CSc2nc3ccccc3s2)cc1
    0.9	2	0.9	-2	10	1	-3	-8	1	1

Source: PubChem
